# Tb MetRS inh: Trypanosoma brucei MetRS inhibition. 360,000 compounds, 0.4% hits. purified T. brucei MetRS, ATP depletion, Kinase-Glo luminescence. inhibition, % at 11.9 µM;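 active = inhibition above a per-plate cutoff of the control wells' mean inhibition plus 3 SD, cut at about 5.5% in these data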;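 note: 0% = DMSO wells median and 100% = median of wells with control inhibitor compound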
#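 Material: parasite MetRS enzyme / Replication: singlicate, one well per compound / Signal: luminescence of leftover ATP / Schedule: 2 h aminoacylation at 25 °C after 15 min preincubation / Medium: HEPES-MgCl2-KCl buffer plus DTT, spermine, BSA, pyrophosphatase / Doses: 11.9 µM single point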
# MLLE-PAM2 inh: inhibitors of microRNA-mediated deadenylation, human PABP1 MLLE binding; GST-MLLE / FITC-PAM2 fluorescence polarization; inhibition, % at 20 µM; 360,000 compounds, 0.36% hits; AID 588489; in the data active = inhibition above about 35%, passing the limit was not always enough;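 note: plate controls were DMSO wells with GST-MLLE for no effect and wells lacking GST-MLLE protein for full effect; some results filed as inactive read as strong as hits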
# DNMT1 block: DNMT1 (human) enzyme inhibition. DNMT1 molecular beacon, Hinp1I cleavage, fluorescence. AID 588458. inhibition (reported as % activation of signal), % at 10 µM. 360,000 compounds, 0.83% hits. P26358; in the data active = inhibition above about 50%
# LMPTP inh: LMPTP (human) inhibition; recombinant LMPTP-A, OMFP fluorogenic substrate, fluorescence intensity; inhibition, % at 20 µM; 360,000 compounds, 0.22% hits; AID 651560;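 active = compounds that cut the enzyme signal by at least half of the control window in the single-dose screen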;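 note: plate controls were DMSO wells with enzyme plus substrate for no effect and substrate without enzyme for full effect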
# Target sequence (P24666 whole entry, looked up): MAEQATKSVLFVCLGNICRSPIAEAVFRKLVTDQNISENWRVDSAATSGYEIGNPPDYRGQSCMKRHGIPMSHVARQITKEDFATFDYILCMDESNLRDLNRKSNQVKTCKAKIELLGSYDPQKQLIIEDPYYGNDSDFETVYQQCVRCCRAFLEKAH
#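 Assay system: LMPTP-A enzyme. Input: 0.625 nM LMPTP-A final. Probe or stimulus: 400 µM OMFP. Compound dosing: single 20 µM dose. Schedule: 50 min dark incubation at room temperature. Detection: fluorescence intensity of OMFP turnover product. Read-out: percent inhibition versus substrate-only and uninhibited controls. Benchmarks: no-enzyme low control, uninhibited high control.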
# CSN deneddyl inh: CSN deneddylation inhibition. 360,000 compounds, 0.38% hits. AID 651999. Purified CSN, SCF-Nedd8-OG deneddylation, fluorescence polarization. Q92905. inhibition, % at 12.5 µM;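 active = pattern-corrected inhibition above about 35%, with an unprinted fluorescence ratio check between 0.5 and 1.5, limit read from the data, passing the limit was not always enough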;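 note: 0% = enzyme with substrate and 100% = substrate without enzyme; some results filed as inactive read as strong as hits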
# Target sequence (Q92905 whole entry, looked up, one chain of several): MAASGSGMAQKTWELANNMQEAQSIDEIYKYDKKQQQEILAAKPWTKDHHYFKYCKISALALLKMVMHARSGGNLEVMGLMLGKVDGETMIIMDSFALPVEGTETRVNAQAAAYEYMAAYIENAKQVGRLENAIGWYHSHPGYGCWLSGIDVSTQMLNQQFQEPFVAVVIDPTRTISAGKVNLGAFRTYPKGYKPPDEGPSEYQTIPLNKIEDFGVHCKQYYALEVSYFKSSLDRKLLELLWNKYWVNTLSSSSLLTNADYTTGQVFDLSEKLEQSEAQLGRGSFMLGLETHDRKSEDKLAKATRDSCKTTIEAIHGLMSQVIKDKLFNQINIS
#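 Detection – fluorescence polarization · System – HEK293T-derived human Csn5 enzyme · Controls – substrate-only high control, full reaction low control · Timing – 90 min, room temperature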
# STEP block: STEP (human) phosphatase inhibition | inhibition, % at 20 µM | recombinant STEP, OMFP fluorogenic substrate, fluorescence | AID 588621 | 360,000 compounds, 0.25% hits | P54829;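 active = inhibition at 20 µM, scaled per plate between control wells, above about 37%, limit read from the data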;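 note: 0% = DMSO with enzyme and substrate and 100% = substrate only without enzyme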
#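 Assay system: isolated STEP enzyme / Timing: 20 min at room temperature, dark / Doses: 20 µM, 1% DMSO / Technique: fluorescence intensity, excitation 480 nm, emission 540 nm / Reagent: fluorogenic phosphatase substrate OMFP at 25 µM final / Measure: percent inhibition scaled to no-enzyme and uninhibited-enzyme controls, plate-pattern corrected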
# SUMO1-SIM PPI: SUMO1-SIM interaction modulation. SUMO1 binding to a labelled peptide, TR-FRET, 1 h. 360,000 compounds, 0.33% hits. inhibition, % at 20 µM. P63165; in the data active = inhibition above about 37%
# Target sequence (P63165 whole entry, looked up): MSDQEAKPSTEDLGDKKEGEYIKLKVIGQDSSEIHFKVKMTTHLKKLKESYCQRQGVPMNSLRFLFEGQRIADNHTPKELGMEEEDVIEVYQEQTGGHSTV
# Scp-1 inhibitor: inhibitors of human Scp-1 phosphatase | Recombinant Scp1, phosphopeptide, malachite green phosphate absorbance | Q9GZU7 | AID 493091 | inhibition, % at 20 µM | 340,000 compounds, 0.88% hits;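 active = inhibition above about 50% at 20 µM, limit read from the data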;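 note: plate controls were DMSO wells with enzyme for no effect and wells lacking enzyme for full effect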
#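 assay system = SCP-1 phosphatase catalytic domain, residues 76-261 | buffer or medium = 50 mM Tris acetate pH 5.5, 0.005% Tween-20, 10 mM MgCl2 | incubation = enzyme reaction 45 min at room temperature, colour 5 min, stabilisation 30 min | signal = Phosphate-binding colour reagent, absorbance read at 630 nm | measure = % inhibition at 20 µM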
# Rpn11 block: blocks the human proteasome subunit Rpn11. human 26S proteasome, Ub4-pepOG fluorescence polarization; 20S core pre-blocked with epoxomicin. calls only at 20 µM. 360,000 compounds, 0.59% hits. AID 588493;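 active = inhibition at 20 µM, scaled to each plate's controls, above about 33%, limit read from the data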
# Target sequence (O00487 whole entry, looked up): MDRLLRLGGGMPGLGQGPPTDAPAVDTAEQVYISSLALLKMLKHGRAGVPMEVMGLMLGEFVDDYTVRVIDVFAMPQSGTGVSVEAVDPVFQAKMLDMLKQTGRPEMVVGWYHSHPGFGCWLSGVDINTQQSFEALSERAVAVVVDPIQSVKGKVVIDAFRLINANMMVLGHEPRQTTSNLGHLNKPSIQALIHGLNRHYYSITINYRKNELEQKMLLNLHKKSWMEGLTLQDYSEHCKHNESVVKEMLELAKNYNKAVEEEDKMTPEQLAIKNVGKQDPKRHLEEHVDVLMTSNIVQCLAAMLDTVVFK
# NadD inh: blocks S. aureus nicotinate mononucleotide adenylyltransferase. 360,000 compounds, 0.78% hits. inhibition, % at 20 µM. purified NadD enzyme, colorimetric absorbance read-out; in the data active = inhibition above about 26%; note: some compounds past the cut are filed as inactive
# * hit, by the source's call; i = inactive. An unsorted share of the library (roughly 3.6% active in at least one column).
SMILES,Tb MetRS inh,MLLE-PAM2 inh,DNMT1 block,LMPTP inh,CSN deneddyl inh,STEP block,SUMO1-SIM PPI,Scp-1 inhibitor,Rpn11 block,NadD inh
Cc1c(C(=O)Nc2ccccc2)sc2nc(-c3ccccc3)cn12,0.1,0,-9,1.0,5,-4,4,-4,i,6
O=C(N1CCOCC1)N(CCN1CCOCC1)Cc1cccc2ccccc12,-1.3,-17,0,-1.9,0,-7,2,-9,i,-3
CN(C(=O)CSc1nccc(=O)[nH]1)C1CCCCC1,-0.5,5,-1,-0.6,-3,-1,-5,-1,i,-5
CC1Cc2nc(SCC(=O)NCC3CCCO3)n(C)c(=O)c2S1 (centres undefined),-0.5,29,-3,-1.2,1,1,-3,1,i,-1
CC12CC3CC1C(C(=O)O2)C3C(=O)O (centres undefined),-0.1,-7,7,0.4,-2,-2,9,-8,i,2
CN1C(=O)c2cccc3c(S(=O)(=O)NCCc4ccccc4)ccc1c23,0.0,0,-2,1.4,7,-1,-25,-6,i,-15
COc1ccc(OC)c(/C=N/NC(=O)CCc2ccc(O)c(O)c2)c1,0.9,6,5,0.4,4,3,-4,2,i,1
Cc1nn(C2CCS(=O)(=O)C2)c(Cl)c1/C=C/C(=O)OCC(=O)N(C)C (centres undefined),-1.1,-7,2,-1.6,-3,0,3,1,i,-4
CC(C)(C)C(=O)CSc1ncnc2sc3c(c12)CCC3,-0.7,4,1,0.3,4,3,-3,-8,i,2
C=CCn1c(SCC(=O)NC2CCS(=O)(=O)C2)nnc1-c1cc2c(s1)CCC(CC)C2 (centres undefined),0.6,-17,3,-0.7,1,-7,2,-1,i,3
COC(=O)c1ccc2c(c1)c(-c1ccccc1)c(-c1ccccc1)n2C,1.2,-2,-6,4.3,1,0,-4,-12,i,2
O=S(=O)(c1ccc2ccccc2c1)N1CCN(c2ccc(O)cc2)CC1,-0.1,-5,-7,0.1,0,2,-7,-9,i,2
CCc1cccc2c(C(=O)CSc3nncn3-c3ccc(OC)cc3)c[nH]c12,-0.1,-29,-13,0.0,0,-2,1,1,i,7
NS(=O)(=O)c1ccc(NC(=O)C2CCCN(S(=O)(=O)c3ccc(F)cc3)C2)cc1 (centres undefined),-0.1,9,-4,-0.5,3,-1,2,-5,i,5
O=C(Nc1ccc(Cl)cc1C(=O)NCc1cccnc1)c1ccc(Cl)cc1Cl,-0.9,-3,7,-0.1,-9,-2,-2,7,i,1
CCOc1ccc2c3c(c(=O)oc2c1OCC)CCCC3,-1.1,-11,0,0.4,4,-12,0,-10,i,-1
Cc1cc(O)c(C2=Nc3ccccc3SC(c3ccc(Cl)cc3)C2)c(=O)o1 (centres undefined),0.1,27,16,0.7,-4,3,-3,-4,i,8
CCCCN(C)CCCNC(=O)C1CCC(CNS(=O)(=O)c2c(C)cc(C)cc2C)CC1 (centres undefined),0.4,-9,-2,-3.2,-3,0,-5,-7,i,-7
Cc1ccc(NC(=O)CSc2sc3c(O)cc(=O)[nH]c3c2C#N)cc1C,0.4,-8,3,4.0,0,3,-5,-1,i,2
CC(C)NC(=O)CCS(=O)(=O)c1cccc2nonc12,0.0,-3,-2,-2.3,-1,-3,-23,-8,i,1
O=C(N/N=C/C1=C(N2CCOCC2)C(=C\c2ccccc2)/CC1)Nc1ccccc1,1.9,-25,13,-1.7,0,-4,-5,1,i,17
O=C(CSc1nnc(COc2ccc(Cl)cc2)o1)NC1CC2CCC1C2 (centres undefined),0.3,-3,0,0.3,-5,1,4,-7,i,-12
CCOC(=O)c1c(NC(=O)C2C3CCC(O3)C2C(=O)O)sc2c1CCCC2 (centres undefined),0.5,4,-1,-1.5,-8,0,2,-2,i,-2
CC(C)Cn1c(SCC(=O)N(C)c2c(N)n(Cc3ccccc3)c(=O)[nH]c2=O)nc2ccccc21,-0.5,-66,-1,-0.5,3,4,0,-6,i,5
CCOC(=O)c1ccc2c(c1)N(CC(=O)N1CCCCC1)C(=O)C(C)(C)O2,-0.2,-3,3,-1.0,0,-2,-1,-2,i,-6
# New compounds follow
SMILES,Tb MetRS inh,MLLE-PAM2 inh,DNMT1 block,LMPTP inh,CSN deneddyl inh,STEP block,SUMO1-SIM PPI,Scp-1 inhibitor,Rpn11 block,NadD inh
CC(C)c1ccc(/C=N/NC(=O)C2CCCC2)cc1,0.2,-4,3,-0.1,-2,-1,-9,-13,i,-1
COC(=O)c1ccccc1NC(=O)COC(=O)Cc1ccc(S(=O)(=O)N2CCOCC2)s1,-0.3,-27,-3,0.7,0,6,-7,0,i,2
CC(=O)c1cccc(NC(=O)N2CCCC2C(=O)NC2CCCCC2)c1 (centres undefined),-0.8,-9,-1,-0.6,-1,-2,7,-5,i,9
CCOC(=O)c1cc2sc(C)cc2n1CCCN1C(=O)c2ccccc2C1=O,0.1,18,-5,3.2,5,4,-1,-22,i,-3
Cc1cccc(C)c1NC(=S)Nc1c(C)n(C)n(-c2ccccc2)c1=O,-0.7,9,-4,-1.1,-1,-3,-3,-2,i,0
COc1cc(NC(=O)COc2ccc(-n3cnnn3)cc2)cc(OC)c1OC,0.1,3,-5,0.1,0,0,0,-3,i,-4
COc1ccc(C2C(C(=O)c3ccccc3)=C(C)Nc3nc4ccccc4n32)c(OC)c1 (centres undefined),-0.6,-5,-1,3.5,-4,0,4,-3,i,9
CCOC(=O)c1sc(SC)nc1N,-0.2,16,-1,-0.9,5,0,-1,2,i,4
Cc1cc(=O)oc2cc(OCC(=O)Nc3c(C)n(C)n(-c4ccccc4)c3=O)c(Cl)cc12,0.3,5,0,0.1,0,1,7,4,i,-2
Cc1cc(=O)[nH]c(N/N=C/c2sccc2C)n1,0.0,8,-3,1.0,0,-3,-7,-5,i,1
CCOc1ccc(-c2nnn(CC(=O)NCc3ccc(OC)cc3)n2)cc1OCC,-0.1,3,37,-1.6,3,-2,8,-8,i,0
COc1ccc(-n2c(=S)[nH]c3cc(C(=O)NCc4ccccc4)ccc3c2=O)c(OC)c1,-0.6,10,-1,-0.6,6,-1,3,-10,i,4
O=C1c2ccccc2S(=O)(=O)c2cc(C(=O)N3CCC(O)CC3)ccc21,-0.2,-8,5,-0.9,4,-3,-35,-3,i,-1
CC(=O)Nc1cc2ccccc2oc1=O,-0.3,-4,1,-1.6,7,-3,-7,-7,i,-4
O=c1nc(-c2ccccc2)c(-c2ccccc2)n[nH]1,-0.2,13,2,-0.5,-8,0,-25,-8,i,-4
CCn1cc(Br)c(-c2nc3ccccc3c(=O)n2N)n1,0.1,-5,3,-1.0,0,-2,-2,-4,i,0
CN(CCCNC(=O)CCC(=O)N1CCOc2ccccc21)Cc1ccccc1,-0.2,-8,0,-1.4,-1,-4,-2,-1,i,4
CCN(Cc1ccccc1)C(=O)Cn1c(=O)n(CCC(=O)N2CCCCC2)c(=O)c2sccc21,0.2,5,1,-0.6,2,1,11,-8,i,-1
O=C(NCCC1=CCCCC1)c1cc(S(=O)(=O)N2CCOCC2)ccc1F,0.1,3,-1,0.0,6,3,2,-3,i,-6
COc1ccccc1CNC(=O)c1ccc(-c2ccccc2C(F)(F)F)o1,-0.2,10,48,3.5,1,1,7,-5,i,-9
O=Cc1cn(CC(=O)N2CCCCCC2)c2ccccc12,-0.3,3,7,3.8,0,-2,0,-7,i,-6
COC(=O)Cn1c2ccc(Cl)cc2c2nc(C)sc21,-0.2,-4,0,-0.8,1,-1,2,-7,i,-1
CCOC(=O)c1cc(-c2ccccc2)nn1CCC#N,-0.8,2,0,0.5,1,-3,-2,-10,i,3
COc1cc(C(=O)N2CCN(S(=O)(=O)c3ccc(C)cc3)CC2)ccc1OCC(=O)N1CCOCC1,-0.1,-55,2,-8.7,-4,2,-5,-8,i,10
O=C(CC(CC(=O)c1ccccc1)c1ccncc1)c1ccccc1,-0.3,0,0,-0.5,0,-3,1,-8,i,-2
# Remaining list, next part:
SMILES,Tb MetRS inh,MLLE-PAM2 inh,DNMT1 block,LMPTP inh,CSN deneddyl inh,STEP block,SUMO1-SIM PPI,Scp-1 inhibitor,Rpn11 block,NadD inh
Cc1c(Cl)cnc(NC(=O)COC(=O)/C=C/c2ccco2)c1Cl,-0.1,-23,33,3.5,13,4,7,41,i,15
CCc1nnc(NS(=O)(=O)c2ccc(Nc3ccc4nonc4c3[N+](=O)[O-])cc2)s1,1.7,6,3,0.6,-7,0,-7,1,i,11
COc1ccc(-c2cc(C(F)(F)F)nc(N3CCOCC3)n2)cc1OC,-0.2,-4,1,4.4,1,5,-1,-10,i,-13
CC(=O)Nc1nc(SCC(=O)Nc2nnc(C)s2)[nH]c(=O)c1NC(=O)c1cccs1,-0.7,7,0,-0.5,-4,-5,14,-5,i,-6
COc1cccc(/C=N/n2nnnc2N)c1O,0.6,0,-1,-2.7,1,2,-15,1,i,1
CC1(C)CC(=O)c2cc(C(=O)Nn3cnnc3)c(=O)n(-c3ccccc3)c2C1,-0.6,4,1,-1.0,-5,-8,-4,6,i,-3
COc1ccc(NC(=O)CSc2ccc(NC(C)=O)cc2)cc1S(=O)(=O)N1CCOCC1,-0.4,-18,3,-1.0,0,2,1,12,i,-4
O=C(NCCc1ccccc1)c1ccc2c(c1)N(Cc1ccccc1)C(=O)CS2=O (centres undefined),1.0,5,-2,-0.5,-3,1,5,-8,i,0
CCOC(=O)c1c(CN(CC)CC)oc2ccc(OC)cc12,-1.6,4,6,-0.6,10,-1,-3,-2,i,-7
Cc1cc(C(=O)NNC2CC(=O)N(c3ccc4ccccc4c3)C2=O)c(C)o1 (centres undefined),0.1,1,-3,-0.3,-1,0,1,-5,i,-5
Oc1ccc(Cl)cc1CNc1ccccn1,-0.5,12,-1,1.1,3,2,4,-8,i,-6

# Shown with each value named: entries from further up
CC1(C)CC(=O)c2cc(C(=O)Nn3cnnc3)c(=O)n(-c3ccccc3)c2C1
  Tb MetRS inh = -0.6	MLLE-PAM2 inh = 4	DNMT1 block = 1	LMPTP inh = -1.0	CSN deneddyl inh = -5	STEP block = -8	SUMO1-SIM PPI = -4	Scp-1 inhibitor = 6	Rpn11 block = i	NadD inh = -3

COc1ccc(NC(=O)CSc2ccc(NC(C)=O)cc2)cc1S(=O)(=O)N1CCOCC1
  Tb MetRS inh = -0.4	MLLE-PAM2 inh = -18	DNMT1 block = 3	LMPTP inh = -1.0	CSN deneddyl inh = 0	STEP block = 2	SUMO1-SIM PPI = 1	Scp-1 inhibitor = 12	Rpn11 block = i	NadD inh = -4
